Vif-A3F inh – blocks the Vif interaction with APOBEC3F | AID 602313 | 390,000 tested, 0.2% active | Potency, µM (top dose mostly 46.1 µM), for inactives: top-dose activity, negative = active | HeLa A3F-eYFP + Vif (tagged APOBEC3F with the HIV-1 protein that degrades it), YFP fluorescence increase; note: potency is the fitted concentration of half-maximal effect; % of control where 0% means no effect; nearly all actives have a fitted effect of over 65% in size
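Fluorescence increase (Ex 488/Em 500-530) after overnight compound treatment at 37 deg C flags inhibition of Vif-driven A3F-eYFP loss in stable HeLa A3F-eYFP/Vif cells seeded overnight beforehand.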
IDH1 R132H inh – blocks human mutant IDH1 R132H enzyme. O75874. IDH1-R132H enzyme, NADPH consumption, diaphorase/resazurin fluorescence. Potency, µM (titrated, usually from 76.6 µM), without a hit: at the top dose activity change, negative = inhibition, usual class: inhibitors. 390,000 tested, 0.093% active. AID 602179; note: potency is the fitted concentration of half-maximal effect; % is set by controls: 0 for no effect and ±100 for the full control effect; nearly all actives have a fitted effect of over 65% in size
Target sequence (O75874 whole entry R132H, stated change not applied): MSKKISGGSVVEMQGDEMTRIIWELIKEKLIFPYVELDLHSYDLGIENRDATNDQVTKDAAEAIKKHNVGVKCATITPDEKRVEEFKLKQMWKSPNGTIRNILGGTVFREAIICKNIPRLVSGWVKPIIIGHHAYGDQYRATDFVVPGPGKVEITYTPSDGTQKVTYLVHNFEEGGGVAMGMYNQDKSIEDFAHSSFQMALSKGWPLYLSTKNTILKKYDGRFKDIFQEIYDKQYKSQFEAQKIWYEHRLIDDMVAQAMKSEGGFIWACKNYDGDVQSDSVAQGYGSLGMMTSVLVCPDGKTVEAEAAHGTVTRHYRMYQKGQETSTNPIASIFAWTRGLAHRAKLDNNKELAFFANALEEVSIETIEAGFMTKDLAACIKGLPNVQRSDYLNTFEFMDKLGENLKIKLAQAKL
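IDH1-R132H (0.5 ug/mL) preincubated 30 min with compound, then NADPH (0.016 mM) and alpha-KG (2 mM) added; 80 min at RT, pH 7.5. Remaining NADPH coupled via diaphorase/resazurin to fluorescence (540/590 nm); concentration-response curves normalized to no-enzyme control.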
TrxR1 substrate – rat thioredoxin reductase 1 substrate activity; O89049; purified TrxR1 substrate turnover, NADPH consumption readout; Potency, µM (top dose mostly 114 µM), without a hit: at the top dose activity change, negative = substrate turnover; 390,000 tested, 0.01% active; note: potency is the fitted concentration of half-maximal effect; % is set by controls: 0 for no effect and ±100 for the full control effect; nearly all actives have a fitted effect of over 50% in size
Target sequence (O89049 whole entry, looked up): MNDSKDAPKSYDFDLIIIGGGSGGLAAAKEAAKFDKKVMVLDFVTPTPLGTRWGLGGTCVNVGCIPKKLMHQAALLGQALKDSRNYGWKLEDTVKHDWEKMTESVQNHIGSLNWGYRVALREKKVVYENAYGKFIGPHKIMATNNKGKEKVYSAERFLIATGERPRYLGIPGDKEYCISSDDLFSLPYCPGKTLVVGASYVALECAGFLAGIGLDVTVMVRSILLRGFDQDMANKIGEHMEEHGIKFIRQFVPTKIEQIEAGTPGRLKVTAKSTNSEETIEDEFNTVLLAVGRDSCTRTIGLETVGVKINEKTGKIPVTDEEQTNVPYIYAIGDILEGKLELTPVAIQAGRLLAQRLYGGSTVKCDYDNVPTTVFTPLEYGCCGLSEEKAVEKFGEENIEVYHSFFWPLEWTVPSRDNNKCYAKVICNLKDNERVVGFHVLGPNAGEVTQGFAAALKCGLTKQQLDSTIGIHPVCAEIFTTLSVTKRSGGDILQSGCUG
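Rat TrxR1, dispensed at 90 nM, was prereduced with 400 uM NADPH (final) for 5 min at ~22 deg C, then incubated with compound 15 min before 400 uM selenite. A first-read NADPH fluorescence drop versus no-compound background flagged substrates.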
PI4K2A inh – inhibitors of human PI4K2A | Q9BTU6 | purified PI4K2A, ADP-Glo luminescence, 1 h; stronger effect = lower value | activity change, negative = inhibition, % at 76.9 µM | 420,000 tested, 0.13% active | AID 1346378; in the data active = activity change below about -50%; inconclusive = mostly about -30% to -49%;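 note: -100% = wells without enzyme as full effect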
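Compounds are screened against recombinant PI4K2A using PI as substrate and ATP, the latter dispensed at 300 microM. Reactions run one hour at ambient temperature before ADP-Glo detection; full inhibition defined by wells lacking enzyme.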
RXFP1 agonist – agonists of human relaxin receptor RXFP1; HEK293T-RXFP1 cAMP TR-FRET, 30 min; response scale: percent of porcine relaxin response, buffer zero; Potency, µM (series often up to 57.5 µM), inactives show top-dose activation, usual class: activators; 370,000 tested, 0.3% active; AID 2676; note: potency is the fitted concentration of half-maximal effect; % is set by controls: 0 for no effect and ±100 for the full control effect; nearly all actives have a fitted effect of over 60% in size; many of its hits are not listed in these tables
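HEK293 cells stably expressing RXFP1, treated 30 min at 37C with compounds plus PDE4 inhibitor Ro 20174; cAMP measured by HTRF TR-FRET. Normalized to buffer and 29 nM porcine relaxin; EC50 by Hill fit.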
USP1-UAF1 inh – blocks the human USP1/UAF1 deubiquitinase complex; O94782; recombinant USP1/UAF1, Ub-Rhodamine cleavage fluorescence; Potency, µM (top dose mostly 57.1 µM), inactives show at the top dose activity change, negative = inhibition, hits mostly inhibitors; 390,000 tested, 0.23% active; AID 743255; note: potency is the fitted concentration of half-maximal effect; % is set by controls: 0 for no effect and ±100 for the full control effect; nearly all actives have a fitted effect of over 60% in size; inactives centre near -12
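1 nM enzyme complex + cpd, 15 min RT; start with Ub-Rho 150nM final; kinetic fluorescence ex 480/em 540, 6 reads q60 s. Buffer 50mM HEPES pH 7.8, 0.5mM EDTA, 0.1 mg/ml BSA, 1mM TCEP, 0.01% Tween-20.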
Vif-A3G inh – inhibitors of Vif-APOBEC3G interaction. AID 602310. Potency, µM (doses to about 46.1 µM), inactives show at the highest dose activity, negative = active, hits mostly inhibitors. 410,000 tested, 0.076% active. HeLa A3G-eYFP + Vif (tagged APOBEC3G with the HIV-1 protein that degrades it), YFP fluorescence, overnight. Q9HC16;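 note: potency is the fitted concentration of half-maximal effect; % is set by controls: 0 for no effect and ±100 for the full control effect; nearly all actives have a fitted effect of over 60% in size; hits raise eYFP signal because A3G escapes Vif-driven loss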
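Read-out is eYFP fluorescence (Ex 488/Em 500-530) from Vif-expressing HeLa A3G-eYFP cells; more signal means A3G escaped Vif-mediated degradation. Cells plated overnight, compound pinned in, incubated overnight at 37 deg C.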
LDHA block – LDHA (human) enzyme inhibition; P00338; purified LDHA, NADH/diaphorase-resazurin fluorescence; stronger effect = lower value; activity change, % (values are at about 110 or 230 µM); 480,000 tested, 0.15% active; AID 1347041; in the data active = activity change below about -30%; inconclusive = mostly about -25% to -30%;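 note: plate controls were DMSO wells for no effect and wells without enzyme for full effect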
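Human LDH5 at 2 nM final in Tris HCl pH 7.4 with 0.06 mM NADH and 0.2 mM pyruvate, reacted 5 minutes at room temperature. Remaining NADH coupled via diaphorase/resazurin; resorufin fluorescence read at 0 and 20 minutes, normalized to enzyme-free and DMSO wells.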
Glioma ERSR ind – ER stress response induction in glioma | 420,000 tested, 0.02% active | AID 602332 | U87-MG GRP78 promoter luciferase reporter, 16 h | Potency, µM, for inactives: top-dose activation, usual class: activators; note: potency is the fitted concentration of half-maximal effect; series mostly up to about 76 µM; % of control where 0% means no effect; nearly all actives have a fitted effect of over 35% in size
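ERSR induction read as luciferase luminescence (Bright-Glo, 10 min at room temperature) in stably transfected human U87-MG glioma cells exposed to compounds for 16 h, using GRP78 as sensor.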
Numbers without * were called inactive; ? = inconclusive; / = not tested or not shown; & = joins results of further samples; [ ] = dose if it differs, or a comment. Unless noted, calls come from the whole dose curve; as a rule, active = well fitted curve in the direction sought with a large enough effect; inconclusive = small, poorly fitted or top-dose-only effect, or another doubt; inactive = no such curve, though single readings can be large; an effect the other way counts as inactive or inconclusive.

1. Cc1ccc(Nc2nc(N)nc(CN3CCN(Cc4ccc5c(c4)OCO5)CC3)n2)c(C)c1
2. COc1ccccc1CC(NC(C)=O)C(=O)NC1CCN(c2nnnn2-c2ccccc2)CC1 (configuration not stated)
3. O=S(=O)(Nc1cccc(-n2cnnn2)c1)c1cccc(Cl)c1
4. COc1cc2c(cc1OC)[C@@H](NC(=O)C(C)C)[C@H](O)C2
5. COc1ccc(Cl)cc1C(=O)NNC(=O)CN1C(=O)C2CC=CCC2C1=O (configuration not stated)
6. COc1ccccc1/C=C/C=N/n1c(-c2n[nH]c3c2CCC3)n[nH]c1=S
7. CCOC(=O)c1ccc(NC(=O)N(CC)CC)cc1
8. Cc1ccc(NC(c2nnc(-c3ccccc3)o2)c2ccccc2F)c([N+](=O)[O-])c1 (configuration not stated)

assay / entry	1	2	3	4	5	6	7	8
Vif-A3F inh	-1%	6%	0%	7%	-7%	-1%	2%	-9%
IDH1 R132H inh	1%	1%	0%	6%	3%	-1%	12%	-10%
TrxR1 substrate	6%	4%	-2%	3%	2%	-6%	6%	-6%[57.1 µM]
PI4K2A inh	-5	2	3	-3	9	5	2	1
RXFP1 agonist	1.1%	0.2%	0.1%	/	0.9%	0.7%	-0.9%	-0.2%
USP1-UAF1 inh	-17%	-16%	-13%	-27%	-23%	-15%	-15%	7%
Vif-A3G inh	3%	-4%	1%	-1%	1%	?	-1%	-6%
LDHA block	-1&-3	-3	-12	4	-1	-12	-4	2
Glioma ERSR ind	-4%	-4%	-3%	-4%	-2%	-2%	3%	-2%

9. O=C1Oc2ccccc2C(=O)/C1=C\N1CCN(c2ccccc2)CC1
10. CSC1=NCCN1C(=O)c1c(-c2c(F)cccc2Cl)noc1C
11. O=C(NC1CCCC1)C(c1ccccc1)N(C(=O)c1ccno1)c1ccccc1 (configuration not stated)
12. COc1ccc(C)cc1S(=O)(=O)N(CC(=O)N1CCOCC1)c1cc(C)cc(C)c1
13. Cc1ccc(CNC(=O)C(Cc2ccccc2)NS(=O)(=O)c2ccc3c(c2)CCC(=O)N3)cc1 (configuration not stated)
14. COc1ccc(NC(=O)CNc2cc(S(=O)(=O)N3CCOCC3)ccc2NCC2CCCO2)cc1 (configuration not stated)
15. CCOc1cccc(-c2c(C(=O)N/N=C/c3ccsc3)nnn2-c2nonc2N)c1
16. COc1ccccc1C(=O)NCc1ccccc1

assay / entry	9	10	11	12	13	14	15	16
Vif-A3F inh	8%	-14%	1%	-3%	-2%	7%	-10%	4%
IDH1 R132H inh	20%	9%	1%	2%	-2%	0%	10%	-3%
TrxR1 substrate	8%[57.1 µM]	4%[57.1 µM]	-5%	0%	1%	-4%	-9%	-11%
PI4K2A inh	-1	1	-10	1	-1	-2	1	3
RXFP1 agonist	1.7%	-0.7%	2.4%	3.0%	0.3%	0.4%	0.3%	2.9%
USP1-UAF1 inh	-14%	-19%	-3%	-21%	-10%	-18%	-14%	-1%
Vif-A3G inh	0%	-2%	0%	3%	-3%	-12%	1%	-10%
LDHA block	-5	-3	-6	-2	-13	5	-3	2
Glioma ERSR ind	3%	-10%	-3%	-4%	-4%	3%	-3%	-5%

Single records, from the list above.
O=C1Oc2ccccc2C(=O)/C1=C\N1CCN(c2ccccc2)CC1 is listed as Vif-A3F inh: 8%; IDH1 R132H inh: 20%; TrxR1 substrate: 8%[57.1 µM]; PI4K2A inh: -1; RXFP1 agonist: 1.7%; USP1-UAF1 inh: -14%; Vif-A3G inh: 0%; LDHA block: -5; Glioma ERSR ind: 3%
COc1ccc(NC(=O)CNc2cc(S(=O)(=O)N3CCOCC3)ccc2NCC2CCCO2)cc1 (configuration not stated) is listed as Vif-A3F inh: 7%; IDH1 R132H inh: 0%; TrxR1 substrate: -4%; PI4K2A inh: -2; RXFP1 agonist: 0.4%; USP1-UAF1 inh: -18%; Vif-A3G inh: -12%; LDHA block: 5; Glioma ERSR ind: 3%

Next part
17. O=C(NCC1CCCO1)c1cc2c([nH]c3ccccc32)c(-c2ccc(F)cc2)n1 (configuration not stated)
18. CC1=C/C(=C\c2ccc3c(c2)OCO3)C(=O)S1
19. O=C(Nc1ccc([N+](=O)[O-])cc1)Nc1ccc2[nH]c(=O)[nH]c2c1
20. COC(=O)C1=C(C(=O)OC)[C@@H]2N(C)c3ccc(OC)cc3[C@@]23C[C@@H](C(=O)OC)N(S(=O)(=O)c2ccc(OC)cc2)C3=N1
21. S=C(NCc1ccccc1)NCc1cccc(CNC(=S)NCc2ccccc2)c1
22. CC(C)Cn1cnc2c1c(=O)n(CC(=O)NC(=O)NC(C)(C)C)c(=O)n2Cc1ccccc1
23. COc1ccc(CNC(=O)c2ccccc2NC(=O)C2=CSCCO2)c(OC)c1
24. Cc1ccc(-n2c(SCC(=O)N3CCN(c4ccccn4)CC3)nnc2N2CCCC2)cc1

assay / entry	17	18	19	20	21	22	23	24
Vif-A3F inh	3%	3%	-16%	-1%	-2%	4%	3%	-6%
IDH1 R132H inh	4%	5%	15%	-5%	4%	-13%	0%	-7%
TrxR1 substrate	14%	-3%	8%[57.1 µM]	-9%[57.1 µM]	2%	-1%[57.1 µM]	0%	6%
PI4K2A inh	-5	1	-5	2	-2	1	-1	9
RXFP1 agonist	1.9%	-0.4%	0.7%	-2.0%	2.0%	-4.8%	-0.4%	0.9%
USP1-UAF1 inh	-4%	?	-10%	-18%	-23%	-2%	-23%	-10%
Vif-A3G inh	2%	0%	1%	-1%	3%	-6%	-2%	-5%
LDHA block	-6	-4	-12	2	-2	-16	-3	-11
Glioma ERSR ind	-2%	-4%	-2%	-4%	-1%	-4%	-5%	-3%

25. CC1(C)Cc2c(c(=S)nc(-c3ccccc3)n2Cc2cccnc2)CO1
26. Cc1cc(Cl)c(OCCN2C(=O)NC(C)(C)C2=O)c(Br)c1
27. Cc1ccc(Cc2c(-c3ccco3)nc3ccc(Cl)cn23)cc1
28. CCOc1ccccc1C(=O)Nn1c(C2CCC2)nc2ccccc2c1=O
29. CCCCNC(=O)c1[nH]c(C)c(C(C)=O)c1C
30. COc1ccc(/C=C2/SC(=S)N(Cc3ccccc3)C2=O)cc1O
31. CCCNC(=O)CN(c1ccccc1)S(=O)(=O)c1ccc(OC)c(OC)c1
32. CCCOc1ccc(C(=O)OCC(=O)NCCc2ccc(OCC)c(OCC)c2)cc1OC

assay / entry	25	26	27	28	29	30	31	32
Vif-A3F inh	7%	-4%	/	-3%	15%	-14%	7%	1%
IDH1 R132H inh	4%	7%	/	6%	0%	-7%	8%	0%
TrxR1 substrate	-14%[57.1 µM]	4%	/	-4%	0%	-2%	-10%	0%
PI4K2A inh	0	5	-30	7	4	0	8	-10
RXFP1 agonist	0.7%	2.4%	/	1.3%	-0.5%	-0.6%	-1.4%	-0.2%
USP1-UAF1 inh	4%	-7%	/	-14%	-24%	-10%	-9%	-19%
Vif-A3G inh	3%	0%	?	1%	-4%	-6%	2%	1%
LDHA block	-4	0	-1	-1	-7	-1	-3	-1
Glioma ERSR ind	-5%	-4%	-12%	-1%	-4%	-8%	-2%	-1%

33. Cc1ccc(S(N)(=O)=O)cc1NC(=O)C(c1ccccc1)c1ccccc1
34. O=C(Oc1cc2oc(=O)c3c(c2cc1Cl)CCCC3)c1cccs1
35. COCCCN1C(=O)C(=O)/C(=C(/O)c2ccc(OCC(C)C)cc2C)C1c1cccnc1 (configuration not stated)
36. CC1CCN(C(=O)Nc2cccc(NC(=O)N3CCC(C)CC3)c2)CC1
37. COc1ccc(CN(C)C(=O)CCC(=O)N2CCN(S(=O)(=O)c3ccc(Cl)cc3)CC2)c(OC)c1
38. CCOc1ccc(N(CC(=O)NCCC2=CCCCC2)S(=O)(=O)c2ccccc2)cc1
39. CC#CC(=O)N1CCC(CCc2ccccc2)(C(=O)OCC)CC1
40. O=C1C2C3C=CC(C4CC34)C2C(=O)N1/N=C/c1ccc(-c2ccccc2[N+](=O)[O-])o1 (configuration not stated)

assay / entry	33	34	35	36	37	38	39	40
Vif-A3F inh	12%	2%	-6%	-3%	1%	-4%	10%	-2%
IDH1 R132H inh	-1%	1%	1%	6%	-8%	5%	3%	9%
TrxR1 substrate	-4%	216%[activator]	-5%	20%[57.1 µM]	3%	4%[57.1 µM]	-1%	6%[57.1 µM]
PI4K2A inh	-5	6	-1	-3	-1	1	4	7
RXFP1 agonist	-0.3%	3.5%	?	0.4%	/	0.8%	-1.1%	2.1%
USP1-UAF1 inh	-22%	-14%	-15%	-3%	-21%	-2%	-18%	-5%
Vif-A3G inh	1%	-5%	2%	-5%	2%	2%	2%	-19%
LDHA block	1	6	-1	-1	1	-2	-19	3
Glioma ERSR ind	-1%	-4%	-4%	12%	-3%	-1%	-5%	-3%

Screening data as filed in PubChem.

An excerpt; rates above refer to the full screens.
